NPYLR7 agonist: mosquito NPYLR7 agonism. HEK293T NPYLR7/Galpha15, GCaMP6s calcium fluorescence. activation, % at 10 µM. 0.15% of 270,000 active. AID 1259423; in the data active = activation above about 40%;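 note: 0% = vehicle and 100% = reference agonist at the receptor; some compounds past the cut are filed as inactive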
mcGAS lum: blocks mouse cGAS activity | AID 1259399 | inhibition, % at 12.5 µM | recombinant cGAS, Kinase-Glo ATP depletion luminescence | 0.15% of 160,000 active;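 note: 0% = negative control wells and 100% = reference inhibitor with no enzyme activity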
hcGAS lum: inhibitors of human cGAS; Q8N884; recombinant h-cGAS, ATP depletion, Kinase-Glo luminescence; inhibition, % at 12.5 µM; 0.081% of 290,000 active; AID 1259398;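 note: 0% = vehicle reaction and 100% = reaction without DNA for no activity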
Target sequence (Q8N884 whole entry, looked up): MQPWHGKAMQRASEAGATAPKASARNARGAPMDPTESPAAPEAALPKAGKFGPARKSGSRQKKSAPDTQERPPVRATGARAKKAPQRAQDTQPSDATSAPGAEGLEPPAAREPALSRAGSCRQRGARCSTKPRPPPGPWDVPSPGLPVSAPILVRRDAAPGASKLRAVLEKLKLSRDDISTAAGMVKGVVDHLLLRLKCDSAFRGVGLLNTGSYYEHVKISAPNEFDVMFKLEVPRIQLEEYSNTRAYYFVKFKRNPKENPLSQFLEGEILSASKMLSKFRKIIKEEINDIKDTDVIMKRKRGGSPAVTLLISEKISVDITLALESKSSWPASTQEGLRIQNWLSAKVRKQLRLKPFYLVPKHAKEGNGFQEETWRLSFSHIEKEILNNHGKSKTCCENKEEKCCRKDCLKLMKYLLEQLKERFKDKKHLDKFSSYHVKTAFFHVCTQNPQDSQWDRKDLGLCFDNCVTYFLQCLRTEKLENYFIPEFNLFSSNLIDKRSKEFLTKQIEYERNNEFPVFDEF
Starred values were filed as active, the others as inactive; . = not tested or not shown; & = joins results of further samples. Cut-off read from the data, not from the text of the source, unless noted: active = inhibition above about 40%; inactive = the rest.

| structure | NPYLR7 agonist | mcGAS lum | hcGAS lum |
| --- | --- | --- | --- |
| CCC(C)C(NC(=O)Nc1c(C(C)C)cccc1C(C)C)C(=O)Nc1nnc(-c2cccc(Br)c2)s1 (stereo not drawn) | 17 | -5 | 17 |
| COC1CCN(C(=O)NCC(C)c2ccc(F)c(F)c2)CC1 (stereo not drawn) | 14 | -8 | -12 |
| Cc1cccc(NC(=O)c2c([N+](=O)[O-])cnn2C)c1 | -6 | . | -9 |
| Cc1noc2c1C(=O)CC(C)(C)C2 | -1 | . | -5 |
| CCOC(=O)c1nc2cc(Cl)c(Cl)cc2nc1N1CCCN(C(=O)c2ccco2)CC1 | 4 | -4 | -1 |
| O=C(O)c1cccc(-c2cc(N3CCCC3CO)n3nccc3n2)c1 (stereo not drawn) | -5 | -8 | -18 |
| CCOc1ccc(C(=O)Nc2cccc(-c3nc4ccc(C)cc4o3)c2)cc1Br | 12 | -7 | -2 |
| O=C(C=Cc1ccccc1)Nc1nc2c(s1)CCCC2 | 8 | . | 5 |
| Cn1cnc(S(=O)(=O)N2CCC(Cc3cccc(C(=O)O)c3)C2)c1 (stereo not drawn) | 0 | . | -7 |
| CN(C(=O)NCC1CCCc2ccccc21)C1CCS(=O)(=O)C1 (stereo not drawn) | 2 | . | -11 |
| CCOC(=O)Cc1c(C)nc2ncnn2c1N1CCN(C(=O)c2ccc3ccccc3n2)CC1 | 28 | -6 | -1 |
| CCN(CC)c1ccc2cc(C(=O)Nc3ccccc3F)c(=N)oc2c1 | -3 | -7 | 7 |
| CC1CN(S(=O)(=O)c2cc(C(=O)Nc3ccc4c(c3)CCC4)ccc2Cl)CC(C)O1 (stereo not drawn) | -6 | 7 | 2 |
| COC(=O)c1ccc(N2CCOC(Cc3cccc(OC)c3)C2)nc1 (stereo not drawn) | 18 | . | -6 |
| CC(C)(C)OC(=O)NCc1ccc(C(=O)Nc2cccc(S(C)(=O)=O)c2)cc1 | 12 | . | 1 |
| CC(=O)N1CCN(c2ccc([N+](=O)[O-])cc2F)CC1 | 8 | -3 | -2 |
| CCCN(Cc1c(CC)nn(-c2ccc(F)cc2)c1N1CCN(C(C)C)CC1)S(=O)(=O)c1ccc(Cl)cc1 | -10 | 1 | 2 |
| CC(=O)NCCCc1n[nH]c(Cc2ccccc2)n1 | -1 | . | -3 |
| CN(CC#Cc1ccc(Cl)cc1)CC(=O)N1CCC(O)CC1 | 5 | . | -8 |
| CC1(C(=O)O)CCN1C(=O)Cc1ccc(Cl)cc1Cl (stereo not drawn) | 1 | . | -11 |
| COc1ccc(OC)c(C2c3cccn3CCN2C(=O)Nc2ccccc2)c1 (stereo not drawn) | 8 | . | -7 |
| Cc1ccc(C(=O)Nc2cc(N3CCNC3=O)ccc2Cl)s1 | 4 | . | -17 |
| Cc1cc2c(cc3c(=O)n(CC(=O)NC4CCCC4)ncn32)s1 | 3 | -5 | -6 |
| O=[N+]([O-])c1ccc(C2SCCN2S(=O)(=O)c2ccc(Br)cc2)cc1 (stereo not drawn) | 4 | . | -3 |
| C=C(C)Cn1c(SCc2ccc(F)cc2)nc2c1c(=O)n(C)c(=O)n2C | . | -1 | 2 |
| CCOC(=O)c1c(NC(=O)c2cc(C)n(C(C)(C)C)n2)c(-c2cccc(F)c2)cn1C | -1 | 3 | 8 |
| COC(=O)CC1(c2ccccc2)C2CC3CC(C2)CC1C3 (stereo not drawn) | 3 | . | 6 |
| Cc1ccc(C)c2sc(N(CCCn3ccnc3)C(=O)Cc3ccc(F)cc3)nc12 | -9 | -4 | -2 |
| C=C(C)Cc1c(C)c(C#N)c2nc3ccccc3n2c1NCCN(C)C | -1 | . | 5 |
| CN1CCCC2(CCN(C(=O)Cc3cn(C)c4ccccc34)C2)C1=O (stereo not drawn) | 2 | . | -8 |

| structure | NPYLR7 agonist | mcGAS lum | hcGAS lum |
| --- | --- | --- | --- |
| CCOC(=O)N1CCC(NC(=O)c2cc3nc(-c4cccs4)cc(C(F)(F)F)n3n2)CC1 | 2 | 1 | 1 |
| O=S(=O)(c1ccc2ccccc2c1)n1c(SCC#CCO)nc2ccccc21 | -8 | . | 4 |
| Cc1ccc(C2(CN3CCCN(c4ccncc4)CC3)CCNCC2)nc1 | 21 | -13 | -4 |
| CCn1c(SCC(=O)NCCOc2ccccc2)nnc1-c1ccco1 | 10 | -2 | -19 |
| CCCN1C(=O)C(c2c(C(C)C)[nH]n(-c3ccc(Cl)c(Cl)c3)c2=O)=C([n+]2cccc(C)c2)C1=O | 6 | -8 | 0 |
| Cc1nc(Nc2nc(CSc3ccc(Cl)cc3)cc(=O)[nH]2)nc2ccccc12 | -8 | -4 | -3 |
| CCCS(=O)(=O)Nc1ccc(N(C)C)c(CN(Cc2ccc(F)cc2)S(=O)(=O)c2ccc(F)cc2)c1 | 0 | -5 | 0 |
| CC(C)CCn1c(=S)[nH]c2sc3c(c2c1=O)CCCC3 | 8 | -3 | -2 |
| O=S(=O)(c1ccc(F)cc1F)N1CCC(n2nc(-c3ccccc3)cc2-c2ccccc2)CC1 | 19 | -2 | 0 |
| COc1cc(C2CC(c3ccc(Cl)cc3)=Nc3ncnn32)cc(OC)c1OC (stereo not drawn) | 10 | . | -2 |
| NC(=O)C1CCN(CCOc2c(Cl)cccc2Cl)CC1 | 2 | . | 2 |
| CC(=O)OCC[N+](C)(C)C | 30&21&27 | . | -9&-2&-3 |
| Cc1nc(CCC(=O)N2CCCC3(C=Cc4ccccc4O3)CC2)n[nH]1 (stereo not drawn) | 5 | . | -6 |
| C=CCSc1nc2c(c(=O)[nH]1)C(c1ccc(F)cc1)C(C(=O)OCC)=C(C)N2 (stereo not drawn) | -4 | . | -8 |
| COc1ccc2cccc(NC(=O)c3csc(C)n3)c2n1 | -1 | . | -10 |
| C=CCSc1nnc(-c2ccc(OC)cc2)n1-c1ccccc1C | 17 | -4 | -6 |
| COC(=O)C1CCCCc2sc(NC(C)=O)nc21 (stereo not drawn) | 17 | . | -10 |
| CC1(C)C2CCC1(C)C(N1CC(=O)C(c3nc4ccccc4s3)C1=N)C2 (stereo not drawn) | 4 | -7 | -9 |
| Cc1cc(C)cc(S(=O)(=O)N2CCN(c3ccc4nncn4n3)CC2)c1 | 1 | -8 | -6 |
| CNc1nc2c(C)cccn2c(=O)c1C=Nc1ccc(C)cc1 | -1 | -7 | -4 |
| Cc1ccn2c(=O)c(NC(=O)C3CCCC3)c(C)nc2c1 | 3 | . | -13 |
| Cc1cc(C)n(CC(=O)N2CCC(C(O)CC(C)C)CC2)c(=O)n1 (stereo not drawn) | . | -5 | -11 |
| Cn1cc(C(=O)NCc2csc3ccc(Cl)cc23)ccc1=O | 3 | -8 | 0 |
| Cn1c(=O)c2c(ncn2CC(=O)N2CCCC2)n(C)c1=O | 6 | -6 | 0 |
| CN(C)CC(CNC(=O)Nc1ccccc1)C(O)c1ccccc1 (stereo not drawn) | 14 | -7 | -11 |
| Cc1cc(C(=O)N2CCC(c3ccc(F)cc3)CC2)nn1C | -5 | . | -2 |
| CCCOC(=O)c1c(NC(=O)c2ccc(Br)o2)sc(C)c1-c1ccc(OC)cc1 | -2 | . | 0 |
| Cc1noc(C)c1C(=O)N1CCC(CO)(Cc2ccccc2)CC1 | 2 | . | -1 |
| CC1(C(=O)NS(=O)(=O)Cc2cccc(Cl)c2)CCN1C(=O)c1ccc(C2CCCCC2)cc1 (stereo not drawn) | 0 | . | -8 |
| N#Cc1ccc(S(=O)(=O)N2CCC(Cc3ccc(F)cc3)CC2)cc1 | 1 | -7 | -3 |

Value order: NPYLR7 agonist, mcGAS lum, hcGAS lum
> CN(C)CCCOc1ccc(-c2nnc3ccc(-c4cccc(C(=O)N(C)C)c4)cn23)cc1
→ 5, -6, -1
> Cc1ccc2nc(SCC(=O)N3Cc4cnn(CCO)c4C3)[nH]c2c1
→ 2, ., -6
> COCCN(Cc1c(-c2ccccc2)noc1N(C)C1CCCCC1)C(=O)c1ccc2c(c1)OCO2
→ 8, -5, -1
> CO[C@H]1[C@H](NC(=O)c2ccccn2)c2ccccc2C12CCN(C(=O)[C@@H]1C[C@@H]3C=C[C@H]1C3)CC2
→ 6, ., -9
> O=C(c1ccc(N2CCCOCC2)nc1)N1CCCC(Cn2ccnc2)C1 (stereo not drawn)
→ -1, 4, 1
> Cc1nnsc1CN(C)C(=O)c1cc(-c2ccc(O)cc2)n[nH]1
→ -6, -13, -8
> O=C(NCc1ccoc1)C1CCCN(C2CCN(Cc3cccnc3)CC2)C1 (stereo not drawn)
→ -8, 0, -5
> COCc1nc(-c2ccccc2)nc(N2CCN(C(=O)N(C)C)CC2)c1Cc1ccccc1F
→ 8, -3, 2
> CC(C)c1noc2ncc(C(=O)NC(C)C(C)C)cc12 (stereo not drawn)
→ 0, -2, -2
> Cc1cncc(N2CCN(c3ccncc3)CC2)n1
→ 7, ., 3
> O=C(c1ccccc1)N1CCN(Cc2nc3ccc(Cl)cc3c(=O)[nH]2)CC1
→ 5, ., 3
> CCc1ccc(-c2csc(N)n2)s1
→ 0, -5, -6
> Cc1ncc(CN2CCOC(CCNC(=O)NC(C)C)C2)[nH]1 (stereo not drawn)
→ -1, ., 2
> CCOCCn1cc(C2CCN(S(=O)(=O)c3c(C)cc(C)cc3C)CC2)c2ccccc21
→ 9, -5, 3
> CN(CCC(O)c1ccccc1)C(=O)c1ccc(Cl)s1 (stereo not drawn)
→ 7, -2, 12

Value order: NPYLR7 agonist, mcGAS lum, hcGAS lum
> CN1C2C=C3C(C#N)C(=N)C(C#N)(C#N)[C@@H](c4ccc(F)cc4)[C@@H]3C1CC2 (stereo partly drawn)
→ 11, -3, -4
> CCOc1ccccc1N(CN1C(=O)c2ccccc2C1=O)C(=O)c1ccccc1F
→ 0, -4, -10
> CCn1nc(C(C)C)cc1C(=O)N1CC2(CCNCC2)CC1C(=O)O (stereo not drawn)
→ ., -7, -15
> Cc1nc(CC(C)C)sc1C(=O)Nc1nn[nH]n1
→ 4, -12, -3
> O=C(c1ccc(Cl)cc1)N(Cc1cccnc1)Cc1nccn1Cc1ccccc1Cl
→ 25, -11, -11
> CCCNC(=O)C1(C)CCCN(CCC(=O)c2ccccc2)C1 (stereo not drawn)
→ 8, -3, -7
> Cc1sc2ncn(NC(=O)CCl)c(=O)c2c1C
→ 2, ., -3
> CCc1nccn1CC(=O)N1CCC(Cc2cccc(C(N)=O)c2)C1 (stereo not drawn)
→ 5, -12, -7
> Cc1ccc(Cc2nsc(N3CCCN(C(=O)c4ccc(C(F)(F)F)cc4)CC3)n2)cc1
→ 16, -5, -8
> CC1(C)C(=O)NC2=C1C(=O)C(=O)c1ccccc12
→ -12, ., 13
> CC(=O)c1cccc(-c2ccc(C(=O)N3CCC(CN4CCCC4=O)CC3)cn2)c1
→ 5, -10, -2
> COc1cc(=O)n(-c2ccccc2C)nc1C(=O)NCc1ccc(C)cc1
→ 5, ., -7
> Cc1ccccc1C1(O)CCN(Cc2ccc3ccccc3n2)C1 (stereo not drawn)
→ -3, ., 1
> CCc1ccc(-n2c(C)cn3c4c(=O)n(C(C)C(C)=O)c(=O)n(C)c4nc23)cc1 (stereo not drawn)
→ -1, ., -8
> COc1ccc(NC(=O)Cn2ncn3nc(-c4ccccc4)cc3c2=O)cc1Cl
→ -6, -10, -9

Value order: NPYLR7 agonist, mcGAS lum, hcGAS lum
> CC(=O)c1ccc(C(=O)N2CCC(C(=O)Nc3cccc(-c4ccco4)c3)CC2)s1
→ 2, ., -8
> O=C(c1ccccc1)C1C(c2ccc(Cl)cc2)NC(=S)NC1(O)C(F)(F)F (stereo not drawn)
→ -1, -5, -2
> CCNC(=O)NC1CN(C(=O)Cc2ccccc2O)C[C@@H]1OC (stereo partly drawn)
→ 9, -10, -4
> COC(=O)Cc1cc(=O)n2ccnc2[nH]1
→ -8, ., -7
> Cc1nn(CCC(=O)N2CCOC3(CNCCOC3)C2)c(C)c1C (stereo not drawn)
→ 9, ., -1
> Cc1[nH]cnc1-c1nccn1-c1ccccc1OCC1CCCO1 (stereo not drawn)
→ 8, -12, -6
> COc1ccc(N2CCN(c3cc(C(F)(F)F)nc(SCc4cccc(C(=O)NCC5CC5)c4)n3)CC2)cc1
→ 4, -4, 3
> Cc1cc(C=C(C#N)C(=O)O)c(C)n1CC(C)C
→ 2, -6, -10
> CCc1cnc(C)nc1-c1ccc(-c2ccn[nH]2)cc1
→ -5, ., -5
> COc1ccccc1-c1nc2cc(C)ccn2c1NC(=O)CC(C)CC(C)(C)C (stereo not drawn)
→ -11, -8, -10
